# Menin MLL FP TR = menin-MLL binding inhibition, Texas Red mutant peptide; AID 1768; Menin + Texas Red MLL mutant peptide, fluorescence polarization; 0.23% of 270,000 active; Potency, µM (highest dose often 61.6 µM), for the others: at the top dose FP activity change, negative = inhibition, most hits filed as inhibitors; O00255; active means well fitted inhibition curve with a large enough effect in the polarisation, with a control signal flat, not every such curve was filed as active; inconclusive means small, poorly fitted or top-dose-only effect, or effect the other way, or a change in a side signal; inactive means no such curve, though single readings can be large or run the other way; the % refers to the polarisation; further: potency means the concentration at half of the fitted maximal effect; % of control where 0% means no effect; many of its hits are not listed in these tables
# S-ASM inh = human S-ASM enzyme inhibition | P17405 | placental ASM, HMU-PC fluorogenic substrate, 60 min | Potency, µM (doses to about 57.5 µM), inactives show at the highest dose activity change, negative = inhibition, actives largely listed as inhibitors | 0.006% of 340,000 active; further: potency means the concentration at half of the fitted maximal effect
#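 Human placenta-derived ASM enzyme was preincubated with compound for 10 minutes at room temperature, then given fluorogenic substrate HMU-PC0 (9 uM final) for 60 minutes at 37 °C; a pH 10 stop preceded fluorescence reading at Ex 386/Em 447 nm.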
# a7 integrin act = integrin-mediated muscular dystrophy alleviation activation; 0.064% of 350,000 active; alpha7betagal myoblasts, beta-gal FDG fluorescence, 48 h; AID 624291; Potency, µM (top dose mostly 38.3 µM), inactives show at the top dose activation, hits mostly activators;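 further: potency means the concentration at half of the fitted maximal effect; 100% = response of the positive control SU9516; nearly all actives have a fitted effect of over 60% in size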
#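 alpha7betagal+/- myoblasts (passage 13, 250/well) treated 48 h at 37C with compounds at 1:260 dilution of DMSO stock. Lysed, then beta-galactosidase activity read as FDG fluorescence (ex 480/em 540) after 30 min, with pre-read for autofluorescence.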
# Tb PFK block = blocks T. brucei phosphofructokinase; O15648; 0.17% of 330,000 active; T. brucei PFK, ADP-Glo luminescence; AID 485367; Potency, µM (highest dose often 57.5 µM), inactives show top-dose activity, negative = inhibition, actives largely listed as inhibitors;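 further: potency means the concentration at half of the fitted maximal effect; 0% = uninhibited 1x PFK enzyme wells and -100% = no-enzyme wells; nearly all actives have a fitted effect of over 60% in size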
# Target sequence (O15648 whole entry, looked up): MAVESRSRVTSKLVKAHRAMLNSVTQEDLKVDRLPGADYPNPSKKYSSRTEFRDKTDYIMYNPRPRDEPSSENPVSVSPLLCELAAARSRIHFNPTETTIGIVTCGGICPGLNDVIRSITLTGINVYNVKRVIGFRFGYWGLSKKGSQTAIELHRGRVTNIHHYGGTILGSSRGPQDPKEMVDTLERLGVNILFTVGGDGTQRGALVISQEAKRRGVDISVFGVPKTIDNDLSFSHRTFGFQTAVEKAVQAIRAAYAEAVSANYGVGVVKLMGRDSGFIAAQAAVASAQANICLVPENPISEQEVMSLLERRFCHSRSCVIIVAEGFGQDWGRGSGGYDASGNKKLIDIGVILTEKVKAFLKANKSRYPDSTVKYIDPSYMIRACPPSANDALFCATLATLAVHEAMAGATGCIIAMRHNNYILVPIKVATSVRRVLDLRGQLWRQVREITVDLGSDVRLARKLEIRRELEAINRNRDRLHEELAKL
#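 1.25 nM PFK with 0.5 mM F6P and 0.1 mM ATP in 0.1 M TEA pH 8.0, 5 mM MgCl2, incubated 45 min at room temperature; ADP measured by ADP-Glo luminescence; compounds titrated up to 57 uM.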
# Giardia killer = Giardia lamblia killing; activity change, % at 7.66 µM, hits read low; Giardia lamblia trophozoite viability; 0.15% of 340,000 active; in the data active means activity change below about -80%; inconclusive means between about -30% and that limit;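 further: parasites exposed to compound for two days anaerobically before the ATP read; on the % scale 0 is the no-effect control and ±100 the full control effect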
#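 Trophozoite viability was measured as ATP-dependent luminescence, read 15-30 min after reagent addition. Before that, parasites at 100 cells/well were exposed to compounds for 48 h, anaerobically, at 37 deg C.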
# GALK inhibitor = galactokinase (human) inhibition; AID 1868; Potency, µM (doses to about 57.5 µM), for inactives: at the top dose activity change, negative = inhibition, most hits filed as inhibitors; P51570; 0.007% of 270,000 active; Purified GALK, Kinase-Glo residual ATP luminescence; further: potency means the concentration at half of the fitted maximal effect; on the % scale 0 is the no-effect control and ±100 the full control effect
#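 Quantitative HTS: GALK 5 nM, ATP 35 uM, galactose 100 uM, 1 h room temperature, then luciferase-based ATP detection.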
# FBPA coupling cs = counter-screen for Giardia aldolase inhibitors: coupling enzyme system; coupling enzyme system counterscreen, AmpLite Red fluorescence; activity change, negative = inhibition, % at 58.2 µM, hits read low; 0.67% of 290,000 active; in the data active means activity change below about -30%; further: on the % scale 0 is the no-effect control and ±100 the full control effect
#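 First, compound is pin-transferred into glyceraldehyde-3-phosphate coupling-enzyme reagent at 57.5 uM final and held 10 min at RT. Next, substrate, coupling system and AmpLite Red are added. After 20 min RT, fluorescence (525/598 nm) is read.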
# B2AR arrestin = recruits beta-arrestin to the human beta2-adrenergic receptor; P07550; beta-arrestin recruitment to beta2AR, cell-based reporter; 0.02% of 330,000 active; Potency, µM (doses to about 46.1 µM), for inactives: at the top dose activation, actives largely listed as activators;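 further: potency means the concentration at half of the fitted maximal effect; 0% = DMSO controls and full agonism = EC100 isoproterenol or metaproterenol; nearly all actives have a fitted effect of over 65% in size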
# Target sequence (P07550 whole entry, looked up): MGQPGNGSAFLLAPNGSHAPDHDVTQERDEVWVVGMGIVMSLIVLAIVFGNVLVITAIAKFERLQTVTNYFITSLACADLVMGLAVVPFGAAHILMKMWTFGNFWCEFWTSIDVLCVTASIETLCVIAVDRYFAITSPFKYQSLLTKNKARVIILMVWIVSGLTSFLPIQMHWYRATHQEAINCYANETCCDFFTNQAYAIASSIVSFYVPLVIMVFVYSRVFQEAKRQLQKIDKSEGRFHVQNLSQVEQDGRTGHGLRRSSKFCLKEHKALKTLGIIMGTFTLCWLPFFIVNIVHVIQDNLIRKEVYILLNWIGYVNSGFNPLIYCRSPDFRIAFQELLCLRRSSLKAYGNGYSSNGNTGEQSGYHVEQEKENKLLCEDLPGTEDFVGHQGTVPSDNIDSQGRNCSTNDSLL
# Chronic BCR inh = blocks chronic active B-cell receptor signaling; Potency, µM (titrated, usually from 46.1 µM), for the others: at the highest dose ratio change, negative = lower green/red ratio, hits mostly inhibitors; 0.05% of 340,000 active; ABC-DLBCL IkBa-CBG/CBR reporter, luminescence ratio, 4 h; active means well fitted inhibition curve with a large enough effect in the signal ratio, with a control signal flat, not every such curve was filed as active; inconclusive means small, poorly fitted or top-dose-only effect, or effect the other way, or a change in a side signal; the % refers to the signal ratio;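 further: potency means the concentration at half of the fitted maximal effect; plate controls were basal doxycycline-induced cells for no effect and cells given 10 µM MG132 for full effect; MG132 reads +100%, hits lower the ratio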
#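 TMD8 human ABC-DLBCL cells with doxycycline-inducible IκBα–green luciferase fusion and unfused red luciferase, in 0.5% FBS medium; compounds up to 46 uM, 4 h at 37C. Green/red luminescence ratio, filter-overlap corrected, fitted to concentration-response curves.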
# TSG101-PTAP inh = blocks PTAP/TSG101 interaction to inhibit HIV-1 budding; Q99816; Fluorescence polarization, FITC-PTAP peptide / Tsg101 binding; Potency, µM (top dose mostly 115 µM), for the others: at the highest dose activity change, negative = inhibition, actives largely listed as inhibitors; 340,000 tested, under 10 active; AID 493005; active means well fitted inhibition curve with a large enough effect in the main read-out, with a control signal flat, not every such curve was filed as active; inconclusive means small, poorly fitted or top-dose-only effect, or effect the other way, or a change in a side signal; inactive means no such curve, though single readings can be large or run the other way; further: potency means the concentration at half of the fitted maximal effect; % of control where 0% means no effect
#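 Tsg101 binding domain (10 uM final) was mixed with compound and a FITC-labeled PTAP peptide (50 nM final) in HEPES pH 7.5 buffer with NaCl, Tween 20, EDTA and TCEP; fluorescence polarization was read after 20 min at r.t.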
# PKM2 activator = PKM2 (human) enzyme activation | P14618 | purified PKM2, Kinase-Glo ATP luminescence, activation; response scale: 0% is enzyme alone, no compound | Potency, µM (titrated, usually from 57.5 µM), without a hit: top-dose activation, actives largely listed as activators | 0.34% of 260,000 active | AID 1631; further: potency means the concentration at half of the fitted maximal effect; on the % scale 0 is the no-effect control and ±100 the full control effect; nearly all actives have a fitted effect of over 55% in size
#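 Kinase-Glo luminescence reports ATP generated from ADP (0.1 mM) and PEP (0.5 mM) by purified hPK-M2 after 1 h at room temperature, pH 7.2 imidazole buffer; intermediate enzyme activity allows detecting inhibitors and activators.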
# * = called active by the depositor; ? = inconclusive; nt = not tested or not shown; [ ] = dose if it differs, or a comment. Unless noted, the call rests on the fitted dose curve; in most records, active means well fitted curve in the direction sought with a large enough effect; inconclusive means small, poorly fitted or top-dose-only effect, or another doubt; inactive means no such curve, though single readings can be large; an effect the other way counts as inactive or inconclusive. This is a subset. The share of hits here may be higher or lower than overall.
1. COC(=O)c1cc(-c2cccs2)nc2ccccc12
2. CCOc1ccccc1NC(=O)CN1CCC(C(=O)c2ccc(OC)cc2)CC1
3. Cc1ccc(NC(=O)COC(=O)c2ccc(OCc3c(C)noc3C)cc2)cc1S(=O)(=O)N1CCOCC1
4. Cc1ccnc(NC(=O)C2CCN(S(=O)(=O)c3cccc(C(F)(F)F)c3)CC2)c1
5. Cc1[nH]c2ccccc2c1C(=O)COC(=O)C1CC(=O)N(Cc2ccco2)C1 (centres undefined)
6. COc1cccc(NC(=O)CCNS(=O)(=O)c2cccc3nonc23)c1
Compound	1	2	3	4	5	6
Menin MLL FP TR	58%[activator]	3%	3%	nt	-18%	46%[activator]
S-ASM inh	275%[activator]	0%	3%	0%	2%	-2%
a7 integrin act	26%	-44%	9%	0%	11%	18%
Tb PFK block	3%	-6%	6%	3%	2%	2%
Giardia killer	-7	0	-13	4	-23	22
GALK inhibitor	0%	1%	0%	-5%	0%	-3%
FBPA coupling cs	5	1	0	nt	-1	0
B2AR arrestin	-1.0%	-0.3%	-0.3%	-0.6%	0.0%	-0.1%
Chronic BCR inh	-2%	?	-3%	-6%	0%	-7%
TSG101-PTAP inh	0%	-5%	-5%	-4%	-3%	-1%
PKM2 activator	nt	2%	-13%	-5%	9%	nt

7. COc1ccc(N2C(=S)NC3CS(=O)(=O)CC32)cc1 (centres undefined)
8. CC(=O)N1CCN(C(=O)CSc2cc(C)c(Br)cc2C)CC1
9. COCCn1c(Cc2ccccc2)nnc1SCC(=O)Nc1cc(C)on1
10. NNC(=O)C1CC(O)CN1S(=O)(=O)c1ccc2ccccc2c1 (centres undefined)
11. Cc1c(CNCCCc2ccccc2)c(C(=O)O)c(C)n1Cc1ccccc1
12. O=C(CS(=O)(=O)c1c[nH]c2ccccc12)Nc1ccc2c(c1)OCCO2
Compound	7	8	9	10	11	12
Menin MLL FP TR	nt	nt	-7%	nt	?	5%
S-ASM inh	6%	-1%	5%	0%	-3%	-2%
a7 integrin act	38%	13%	0%	-18%	-36%	-14%
Tb PFK block	0%	-2%	-11%	-13%	-3%	-7%
Giardia killer	4	21	-3	13	-28	1
GALK inhibitor	2%	-1%	-1%	nt	-1%	-3%
FBPA coupling cs	0	nt	0	nt	-2	-10
B2AR arrestin	4.8%	0.3%	-0.2%	-0.3%	-0.4%	1.0%
Chronic BCR inh	16%	?	-1%	?	8%	-23%
TSG101-PTAP inh	-2%	nt	-6%	-4%	-2%	-3%
PKM2 activator	-12%	1%	0%	nt	-1%	2%

13. CC1=C(C#N)c2nc(N)c(C#N)c(C)c2/C1=C\c1ccc(C)cc1
14. O=C(c1cc2nc(-c3ccc(F)cc3)cc(C(F)(F)F)n2n1)N1CCOCC1
15. O=C(CN1CCCc2ccccc21)N/N=C/c1c(O)ccc2ccccc12
16. COc1ccccc1CCNC(=O)CN1C(=O)NC2(CCCC2)C1=O
17. C=CCN(C(=O)CCC(=O)Nc1cc(C)on1)C(C(=O)NC1CCCC1)c1ccc(OC)c(OC)c1 (centres undefined)
18. CCCC(=O)Nc1ccc(C(=O)NCCCn2ccnc2)cc1
Compound	13	14	15	16	17	18
Menin MLL FP TR	13%	2%	?	nt	-3%	?
S-ASM inh	nt	13%	98%[activator]	2%	2%	-3%
a7 integrin act	nt	10%	-8%	0%	-15%	20%
Tb PFK block	-6%	2%	-2%	4%	-3%	-1%
Giardia killer	nt	2	-6	8	-27	-9
GALK inhibitor	2%	6%	0%	nt	1%	-1%
FBPA coupling cs	nt	2	1	nt	3	0
B2AR arrestin	-1.1%	-0.4%	8.5%	0.0%	-0.5%	0.1%
Chronic BCR inh	?	11%	-22%	-5%	-1%	-3%
TSG101-PTAP inh	nt	0%	16%	-2%	-5%	-2%
PKM2 activator	8%	0%	13%	nt	nt	0%

19. CCOc1cc(NC(=S)NCc2ccco2)c(OCC)cc1NC(=O)CC
20. c1ccc2c(SCc3cn4ccccc4n3)nncc2c1
21. CC(C)C(=O)Nc1nnc(CSCc2ccccc2F)s1
22. Cc1cccc(-n2c(SCC(N)=O)nc3c(c2=O)C2(CCCC2)Cc2ccccc2-3)c1
23. Clc1cccc(OCCN2CCOCC2)c1
24. COc1ccc(CCNC(=O)c2cnn3cccnc23)cc1OC
Compound	19	20	21	22	23	24
Menin MLL FP TR	-2%	-15%	5%	-6%	-1%	2%
S-ASM inh	1%	-2%	4%	-9%	1%	-2%
a7 integrin act	-14%	42%	0%	38%	3%	2%[7.66 µM]
Tb PFK block	8%	28%	4%	1%	-9%	0%
Giardia killer	13	4	1	-13	10	-5
GALK inhibitor	1%	2%	1%	0%	0%	0%
FBPA coupling cs	-6	-9	3	4	0	3
B2AR arrestin	0.4%	0.4%	-0.2%	11%	-0.2%	0.0%
Chronic BCR inh	-11%	?	?	?	?	-13%
TSG101-PTAP inh	0%	-8%	-1%	-5%	-4%	0%
PKM2 activator	5%	4.5µM*	8%	0%	2%	-5%

25. CC[C@@H]1C/C=C\Cc2ccccc2[C@H](C(=O)C[C@H](O)CC(C)=O)OC1=O
26. CCOC(=O)c1ccc(N(CC(=O)NC2CCCC2)C(=O)CNC(=O)c2ccco2)cc1
27. CC(C)CC1(C(=O)O)NC(c2ccccc2O)C2C(=O)N(C(C)C)C(=O)C21 (centres undefined)
28. COC(=O)c1cccc(NC(=O)CSc2nc3cccnc3n2C)c1
29. COc1ccc(-c2cc3c(=O)n(CC(=O)Nc4cccc(Cl)c4)nc(C)n3n2)cc1
30. CCn1nc(C(=O)NNS(=O)(=O)c2ccc(C)cc2)c2ccccc2c1=O
Compound	25	26	27	28	29	30
Menin MLL FP TR	nt	9%	8%	0%	?	nt
S-ASM inh	4%	2%	-1%	3%	-1%	-2%
a7 integrin act	-21%	-14%	7%	-25%	26%	-4%
Tb PFK block	0%	-8%	2%	-6%	0%	0%
Giardia killer	21	-22	7	10	-8	-6
GALK inhibitor	nt	1%	2%	-1%	-3%	nt
FBPA coupling cs	nt	2	4	1	-4	nt
B2AR arrestin	-0.1%	-0.5%	-0.8%	-0.1%	0.3%	-0.8%
Chronic BCR inh	-1%	0%	3%	?	8%	3%
TSG101-PTAP inh	-2%	-8%	-7%	-7%	-4%	-5%
PKM2 activator	nt	-4%	4%	0%	nt	nt

31. CCOc1ccc(C(=O)CCC(=O)N2CCN(S(=O)(=O)c3cccc(F)c3)CC2)cc1
32. Cc1cccnc1NC(=O)CNC(=O)C12CC3CC(CC(C3)C1)C2
33. O=C1CS/C(=C/C(=O)c2cccc(Cl)c2)N1
34. COc1ccc(CC(=O)Nc2cccc(/C(C)=N/NC(=O)C3(C)CC3(Br)Br)c2)cc1 (centres undefined)
35. O=C(Nc1cccc([N+](=O)[O-])c1)c1cc2ccccc2cc1O
36. OCC1(Cc2ccc(Cl)cc2)CCN(CC2CC=CCC2)CC1 (centres undefined)
Compound	31	32	33	34	35	36
Menin MLL FP TR	nt	nt	7%	nt	nt	-11%
S-ASM inh	0%	4%	0%	-12%	-14%	5%
a7 integrin act	-12%	6%	15%	-2%	-5%	-44%
Tb PFK block	0%	?	-3%	-2%	-17%	-2%
Giardia killer	-21	-13	3	-23	3	1
GALK inhibitor	nt	nt	1%	-3%	nt	-1%
FBPA coupling cs	nt	nt	7	nt	-11	-1
B2AR arrestin	-2.5%	-0.3%	0.3%	-0.1%	-0.5%	-0.5%
Chronic BCR inh	1%	5%	?	-1%	?	16%
TSG101-PTAP inh	-6%	2%	-4%	-8%	-4%	0%
PKM2 activator	nt	nt	17%	-5%	3%	-7%

# Source: PubChem (National Center for Advancing Translational Sciences (NCATS))
